# Assay outcomes from PubChem BioAssay.
# TSG101-PTAP inh – blocks PTAP/TSG101 interaction to inhibit HIV-1 budding; Fluorescence polarization, FITC-PTAP peptide / Tsg101 binding; 340,000 tested, under 10 active; AID 493005; Potency, µM (titrated, usually from 115 µM), for inactives: at the top dose activity change, negative = inhibition, hits mostly inhibitors; active means well fitted inhibition curve with a large enough effect in the main read-out, with a control signal flat, not every such curve was filed as active; inconclusive means small, poorly fitted or top-dose-only effect, or effect the other way, or a change in a side signal; inactive means no such curve, though single readings can be large or run the other way; further: potency means the concentration at half of the fitted maximal effect; % of control where 0% means no effect
# Target sequence (Q99816 whole entry, looked up): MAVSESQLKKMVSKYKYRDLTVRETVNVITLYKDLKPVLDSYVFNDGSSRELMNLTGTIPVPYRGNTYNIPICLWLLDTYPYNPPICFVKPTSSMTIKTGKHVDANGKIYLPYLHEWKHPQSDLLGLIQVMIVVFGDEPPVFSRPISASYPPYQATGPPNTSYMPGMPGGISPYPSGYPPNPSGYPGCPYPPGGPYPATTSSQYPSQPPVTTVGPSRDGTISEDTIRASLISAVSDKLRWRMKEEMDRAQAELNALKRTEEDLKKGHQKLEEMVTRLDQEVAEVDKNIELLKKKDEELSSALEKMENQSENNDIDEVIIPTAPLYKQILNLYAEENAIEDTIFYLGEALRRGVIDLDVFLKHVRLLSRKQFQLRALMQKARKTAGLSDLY
#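 FP read-out: FITC-PTAP peptide, 50 nM final, binding Tsg101 binding domain, 10 uM final; 20 min, r.t.; 10 mM HEPES pH 7.5, 0.15 M NaCl, 0.01% Tween 20, 3 mM EDTA, 0.1 mM TCEP.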
# TSHR antagonist – antagonists of human thyroid stimulating hormone receptor | P16473 | AID 504810 | TSHR-expressing cells, TSH-stimulated cAMP HTRF, 2 h; active compounds read low | hit rate 0.2% among 330,000 | activity change, negative = inhibition, % at 11.5 µM;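 active means activity change below a set negative limit, meaning inhibition stronger than a set level, cut at about -70% in these data; inconclusive means activity change between two set negative limits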; further: on the % scale 0 is the no-effect control and ±100 the full control effect
# Target sequence (P16473 whole entry, looked up): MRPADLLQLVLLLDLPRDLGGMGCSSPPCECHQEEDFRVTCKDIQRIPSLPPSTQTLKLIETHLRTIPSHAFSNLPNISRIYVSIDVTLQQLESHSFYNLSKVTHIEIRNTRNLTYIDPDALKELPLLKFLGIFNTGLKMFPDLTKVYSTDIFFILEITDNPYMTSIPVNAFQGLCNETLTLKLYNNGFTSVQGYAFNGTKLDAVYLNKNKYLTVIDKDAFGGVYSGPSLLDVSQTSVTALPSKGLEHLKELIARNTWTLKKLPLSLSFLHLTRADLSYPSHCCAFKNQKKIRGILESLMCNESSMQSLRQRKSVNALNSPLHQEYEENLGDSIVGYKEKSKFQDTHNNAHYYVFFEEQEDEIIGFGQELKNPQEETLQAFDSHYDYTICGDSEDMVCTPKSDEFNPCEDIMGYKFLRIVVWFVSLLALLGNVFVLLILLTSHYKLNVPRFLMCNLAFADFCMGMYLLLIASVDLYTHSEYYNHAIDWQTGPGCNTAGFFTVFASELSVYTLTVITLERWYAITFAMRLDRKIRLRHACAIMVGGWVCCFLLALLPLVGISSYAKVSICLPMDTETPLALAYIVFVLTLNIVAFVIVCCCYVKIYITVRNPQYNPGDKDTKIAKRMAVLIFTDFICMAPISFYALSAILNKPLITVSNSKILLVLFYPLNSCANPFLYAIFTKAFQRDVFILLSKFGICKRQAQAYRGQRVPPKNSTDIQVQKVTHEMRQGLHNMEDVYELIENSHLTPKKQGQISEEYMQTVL
#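 TSHR-expressing cells were treated with compounds, then stimulated with TSH at EC80 (4nM final) for 2 hours at 37 deg C. Cellular cAMP was measured by HTRF competition between lysate cAMP and cAMP-d2 for a cryptate-labelled anti-cAMP antibody.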
# Menin MLL FP TR – inhibitors of human menin-MLL interaction, mutant MLL peptide; O00255; AID 1768; Menin + Texas Red MLL mutant peptide, fluorescence polarization; Potency, µM (titrated, usually from 61.6 µM), for the others: top-dose FP activity change, negative = inhibition, actives largely listed as inhibitors; hit rate 0.23% among 270,000; active means well fitted inhibition curve with a large enough effect in the polarisation, with a control signal flat, not every such curve was filed as active; inconclusive means small, poorly fitted or top-dose-only effect, or effect the other way, or a change in a side signal; inactive means no such curve, though single readings can be large or run the other way; the % refers to the polarisation; further: potency means the concentration at half of the fitted maximal effect; % of control where 0% means no effect; many of its hits are not listed in these tables
# AT treatment – potential ataxia-telangiectasia treatments restoring KAP-1 phosphorylation; Potency, µM (highest dose often 57.5 µM), inactives show at the highest dose activation, usual class: activators; hit rate 0.19% among 320,000; […] A-T fibroblasts, KAP-1 phosphorylation AlphaLISA; neocarzinostatin DNA damage 30 min before lysis; further: potency means the concentration at half of the fitted maximal effect; % of control where 0% means no effect; nearly all actives have a fitted effect of over 45% in size
#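 hTERT-immortalized A-T patient fibroblasts ([…]), 500 cells/well in OPTI-MEM, 1% FBS, got compounds for 60 min, then NCS for 30 min at 37C. Lysates were then assayed for phospho-KAP-1 by AlphaLISA (anti-pKAP1 donor, anti-KAP1 acceptor beads), 6 hr at 25C.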
# MLL CXXC-DNA inh – blocks binding of human MLL CXXC domain to DNA. Q03164. Potency, µM (doses to about 115 µM), inactives show top-dose activity change, negative = inhibition, most hits filed as inhibitors. hit rate 0.037% among 290,000. MLL-CXXC / FITC-HOXA9 DNA fluorescence polarization. AID 2662; active means well fitted inhibition curve with a large enough effect in the polarisation, with a control signal flat, not every such curve was filed as active; inconclusive means small, poorly fitted or top-dose-only effect, or effect the other way, or a change in a side signal; inactive means no such curve, though single readings can be large or run the other way; the % refers to the polarisation; further: potency means the concentration at half of the fitted maximal effect
#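 Fluorescence polarization: 7 uM MLL-CXXC (stock) preincubated 5 min with compounds, then 50 nM fluorescein-HOX-A9 DNA (stock) added; 30 min ambient. Buffer 50 mM Tris-HCl pH 7.5, 50 mM NaCl, 1 mM DTT, 0.05% BSA.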
# MBNL1-CUG inh – inhibitors of human MBNL1 binding to CUG repeat RNA. Q9NR56. Potency, µM (highest dose often 57.5 µM), without a hit: top-dose activity change, negative = inhibition, hits mostly inhibitors. hit rate 0.036% among 280,000. TR-FRET MBNL1-His/biotin-(CUG)12 binding, 665/545 ratio. AID 2675; active means well fitted inhibition curve with a large enough effect in the signal ratio, with a control signal flat, not every such curve was filed as active; inconclusive means small, poorly fitted or top-dose-only effect, or effect the other way, or a change in a side signal; inactive means no such curve, though single readings can be large or run the other way; the % refers to the signal ratio; further: potency means the concentration at half of the fitted maximal effect; on the % scale 0 is the no-effect control and ±100 the full control effect
#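 Compound titration spanned 92 nM–58 uM against the MBNL1-His/biotin-(CUG)12 complex. After 60 min at room temperature with 5 nM streptavidin-XL665 and 0.055 ng/ul terbium anti-His, ratiometric 665/545 nm emission (Ex 340 nm) normalized to controls.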
# ASM inhibitor – blocks human secretory acid sphingomyelinase; placental ASM, HMU-PC fluorogenic substrate, 60 min; Potency, µM (top dose mostly 57.5 µM), for the others: at the highest dose activity change, negative = inhibition, hits mostly inhibitors; hit rate 0.006% among 340,000; further: potency means the concentration at half of the fitted maximal effect
#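 qHTS format. ASM enzyme prepared from human placenta hydrolyses the fluorogenic substrate HMU-PC0 (9 uM final) over 60 min at 37 °C after a 10 min compound preincubation.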
# TCR act – activates T cell receptor signaling. AID 504894. primary human leukocytes, anti-CD3, IL-2 HTRF, 48 h. Potency, µM (titrated, usually from 9.22 µM), inactives show at the highest dose activation of IL-2 secretion, most hits filed as activators. 330,000 tested, under 10 active; further: % of control where 0% means no effect
#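 Compounds are tested in HTS on primary human leukocytes co-incubated with a-CD3 beads for 48 hr. IL-2 output is measured by time-resolved FRET.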
# a7 integrin act – activators of alpha7 integrin expression for muscular dystrophy; alpha7betagal myoblasts, beta-gal FDG fluorescence, 48 h; Potency, µM (highest dose often 38.3 µM), for inactives: at the highest dose activation, most hits filed as activators; hit rate 0.064% among 350,000;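 further: potency means the concentration at half of the fitted maximal effect; 100% = response of the positive control SU9516; nearly all actives have a fitted effect of over 60% in size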
#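 Alpha7betagal+/- myoblasts (passage 13) were plated 16-24 hr, then exposed to compounds (1:260 dilution of DMSO stock) for 48 hours at 37C. After MPER lysis, β-galactosidase reporter activity was read as FDG fluorescence (ex 480/em 540) after 30 minutes.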
# Mito fusion act – inhibitors of mitochondrial division or activators of mitochondrial fusion | S. cerevisiae fusion-defective mutant growth rescue, CellTiterGlo 48 h | Potency, µM (series often up to 46.1 µM), without a hit: top-dose growth rescue (activation), actives largely listed as activators | hit rate 0.23% among 320,000 | AID 485298;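 further: potency means the concentration at half of the fitted maximal effect; % of control where 0% means no effect; nearly all actives have a fitted effect of over 45% in size; temperature-sensitive fusion mutants such as fzo1-1 at 37 °C on non-fermentable ethanol glycerol medium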
#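 S. cerevisiae fusion-defective temperature-sensitive mutants (e.g. fzo1-1, mgm1-5) grown 48 h at 37C in YPEG (ethanol/glycerol non-fermentable) medium with 23 nl compound per well; growth rescue read as CellTiterGlo luminescence.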
# Active calls of the source: *; ? = inconclusive; · = not tested or not shown; [ ] = remark or other dose. Unless noted, the call rests on the fitted dose curve; in most records, active means well fitted curve in the direction sought with a large enough effect; inconclusive means small, poorly fitted or top-dose-only effect, or another doubt; inactive means no such curve, though single readings can be large; an effect the other way counts as inactive or inconclusive. Some of the compounds tested; the hit share may differ from the screen's.
SMILES,TSG101-PTAP inh,TSHR antagonist,Menin MLL FP TR,AT treatment,MLL CXXC-DNA inh,MBNL1-CUG inh,ASM inhibitor,TCR act,a7 integrin act,Mito fusion act
CNC(=S)NNC(=O)c1oc2nc(-c3ccccc3)cc(-c3ccco3)c2c1N,-3.5%,0.5,·,39.8µM*,-9.8%,?,-1.2%,4.0%,21.0%,?
CC(=O)Nc1ccc(NC(=O)COC(=O)c2cc(S(=O)(=O)N(C)C)ccc2N2CCCC2)cc1,-0.3%,1.1,·,7.8%,·,·,1.2%,-3.1%,-21.2%,-1.0%
CCOC(=O)NC1(NCC(C)C)Oc2ccccc2O1,-6.5%,-9.0,-3.9%,2.5%,3.6%,-2.8%,-1.2%,13.2%,-51.9%[inhibitor],-3.9%
COC(=O)C1CCCCN1C(=O)c1ccc2oc(Cc3ccccc3)nc2c1 (stereo not drawn),-10.3%,-0.2,·,-0.7%,1.4%,-3.6%,-3.2%,3.1%,2.7%,-2.1%
Cc1c(Cl)ccc(S(=O)(=O)NCCN2CCOCC2)c1Cl,-0.9%,-48.6,-12.5%,4.1%,-5.3%,-10.0%,2.5%,0.4%,27.0%,18.1%
O=C1CCCN1CC(O)CS(=O)(=O)Cc1ccccc1Cl (stereo not drawn),-3.0%,13.3,-18.0%,34.3%,6.4%,-3.7%,3.1%,-1.1%,-14.0%,18.8%
O=C(CSc1ccc(-c2cccnc2)nn1)Nc1ccccc1F,-7.7%,?,12.5%,5.9%,-0.2%,-3.7%,9.2%,4.0%,26.8%,0.6%
c1ccc(-c2cn(CC3CCCCC3)nn2)cc1,-7.7%,-5.9,-26.8%,6.4%,9.4%,4.0%,2.1%,2.3%,-8.7%,-1.1%
COc1cccc2c1OCC([C@@H]1C[C@H]3CN(Cc4cccc(Cl)c4)C(=O)[C@]34CCCN14)=C2,-1.6%,13.4,?,-7.3%[11.5 µM],-2.2%,-8.9%,0.0%,-4.7%,39.2%,13.5%
COc1cc(/C=C2\SC(N)=NC2=O)ccc1OCC(=O)Nc1ccc(C)cc1,5.0%,4.6,7.2%,-6.9%,96.1%[activator],-1.7%,1.4%,3.1%[46.1 µM],13.5%,-3.6%
CC(C)CC(=O)Nc1ccc([N+](=O)[O-])cc1Cl,-4.3%,10.9,14.0%,1.7%,2.3%,?,-2.0%,-2.7%,-18.2%,-8.9%
CCC(=O)Nc1nc2ccccc2n1Cc1ccccc1C,-2.8%,5.8,4.6%,20.4%,-10.8%,-18.2%,-8.1%,6.2%,-23.3%,14.7%
COc1ccc(/C=C/c2ccc(=O)n(Cc3ccccc3)n2)cc1,-0.5%,-7.0,-10.7%,5.3%,24.0%,·,55.6%[activator],3.8%,10.0%,1.2%
CSCCC(NC(=O)COc1ccccc1)C(=O)Nc1ccc(C)cc1 (stereo not drawn),1.9%,0.5,2.6%,7.5%,20.3%,-1.0%,-1.1%,1.4%[46.1 µM],-2.5%,-7.7%
COc1ccc(-c2csc(NC(=O)CSCC(=O)Nc3cc(C)on3)n2)cc1,-0.8%,-11.2,·,-0.1%,·,·,-1.4%,-2.1%,-15.2%,-0.6%
NCCCC[C@H](N)c1nnc([C@H](CC(=O)O)NC(=O)C2CCNCC2)o1,0.3%,-2.6,-1.9%,-16.6%,-3.8%,-8.7%,-1.4%,-4.1%,22.5%,-2.0%
C[C@@]12C(=O)N(CC3CCCO3)CC(=O)N1[C@@H]1c3ccccc3OC[C@@H]1[C@@H]2c1ccccc1 (stereo partly drawn),-5.6%,·,·,·,·,·,0.3%,-1.1%,23.9%,·
O=C(CN(Cc1ccccc1)S(=O)(=O)c1ccc2c(c1)OCCO2)N/N=C/c1cccc(Br)c1,0.7%,0.1,-13.9%,5.5%,5.5%,·,-13.5%,0.7%[46.1 µM],8.3%,19.8%
O=S(=O)(NC(=NC1CCCC1)C(F)(F)F)c1ccccc1,-0.8%,-6.0,8.7%,1.8%,0.1%,3.3%,-0.2%,-2.9%,-19.7%,-2.6%
N#C/C(=C/c1ccc(Br)o1)C(N)=O,-2.2%,1.1,-7.9%,2.2%,-2.8%,?,-0.3%,-5.6%[46.1 µM],-49.9%[inhibitor],-0.8%
CN(C)c1ccc2c(c1)C(=NO)c1ccccc1-2,1.4%,·,·,·,·,·,-9.3%,1.8%,0.4%,·
Cc1cccc(C)c1NC(=S)NC(=O)c1ccccc1F,-5.5%,-16.9,-3.7%,5.3%,-1.1%,-8.5%,1.3%,3.4%[46.1 µM],-4.2%,-0.3%
CCCN=C1N(CC)C[C@@H]2[C@@H]3C(=O)N(C)C(=O)[C@@H]3[C@](CC)(C(=O)OC)N12,-2.2%,7.4,·,7.1%,·,·,-1.0%,0.4%[46.1 µM],10.5%,·
Cc1cc(C)n(CCN(C)c2nc3nonc3nc2NC2CC2)n1,-0.1%,1.3,5.5%,1.6%,3.3%,19.5%,2.2%,1.0%,-10.3%,-4.7%
COc1cccc(CNC(=O)Cn2ccc([N+](=O)[O-])n2)c1,-8.1%,1.9,0.6%,-1.3%,1.7%,?,3.7%,1.3%,0.0%,4.4%

# Continued.
SMILES,TSG101-PTAP inh,TSHR antagonist,Menin MLL FP TR,AT treatment,MLL CXXC-DNA inh,MBNL1-CUG inh,ASM inhibitor,TCR act,a7 integrin act,Mito fusion act
COc1ccc(NC(=O)COC(=O)C2CC(=O)N(Cc3ccc(C)cc3)C2)cc1 (stereo not drawn),1.1%,-0.9,10.6%,-0.8%,3.1%,-4.6%,0.5%,5.2%,-8.5%,-4.4%
CCN(C[C@H]1N[C@@](Cc2ccccc2)(C(=O)OC)[C@H]2C(=O)N(C)C(=O)[C@@H]12)C(=O)COC,-2.9%,-3.9,·,8.2%,·,·,-0.6%,-0.1%,-3.0%,·
O=C(Nc1ccc2oc(=O)ccc2c1)c1cc([N+](=O)[O-])ccc1N1CCOCC1,-4.7%,-11.5,12.6%,-6.8%,38.6%,8.8%,?,7.3%,-14.9%,-5.7%
Cc1cc(C)c2c(N)c(S(=O)(=O)Cc3ccccc3)sc2n1,-3.0%,3.2,2.3%,·,-0.9%,-2.1%,14.4%,-0.3%,13.2%,5.6%
Cc1sc2ncn(CC(=O)NCCCC(=O)N3CCN(Cc4ccc5c(c4)OCO5)CC3)c(=O)c2c1C,-4.3%,-5.0,-7.0%,1.1%,5.5%,-22.2%,0.6%,·,7.8%,-2.4%
CN(C)CCCCOc1ccccc1-c1ccccc1,-6.0%,-1.1,-3.3%,0.5%,4.2%,-6.6%,2.2%,1.2%,-58.9%[inhibitor],-8.8%
CC1(C)Cc2c(c(N3CCOCC3)nc3snc(Br)c23)CO1,-5.3%,1.4,-0.1%,12.0%,-2.7%,7.7%,-1.1%,-0.7%,3.8%,-6.6%
Cc1cccc(N2CCN(S(=O)(=O)c3c(C)[nH]c(=O)[nH]c3=O)CC2)c1C,0.5%,-16.4,-7.4%,·,5.4%,6.8%,-0.8%,-2.0%,2.0%,-0.3%
CN(C(=O)CSc1cc(Cl)ccc1Cl)C1CCS(=O)(=O)C1 (stereo not drawn),-0.7%,-2.5,·,12.0%,·,·,1.9%,1.6%,19.2%,·
CC1(C)CC(=O)C2=C(C1)N(c1ccccc1)C(N)=C(C#N)C2c1ccsc1 (stereo not drawn),-2.5%,-12.2,-2.1%,·,-7.6%,5.1%,6.2%,7.7%,-24.0%,3.0%
CCCCNC(=O)CN1CCC2(O)CCCCC2C1c1ccccc1OC (stereo not drawn),-3.7%,21.8,-0.8%,-6.0%,-7.0%,-10.1%,1.5%,3.8%,15.2%,-5.8%
O=c1c2cc(Cl)ccc2[nH]c(=S)n1Cc1ccccn1,-4.9%,12.3,10.1%,-4.8%,-4.5%,6.7%,0.9%,-2.8%[46.1 µM],-14.6%,0.5%
CCN1C(=O)/C(=C/c2cccs2)SC1=Nc1ccc(OC)cc1,-0.8%,-0.5,4.9%,2.9%,15.8%,-4.3%,-9.0%,1.8%,-20.1%,3.9%
Cc1ccccc1Cn1nc(C)c(NC(=O)c2ccccc2)c1C,-0.7%,-2.1,-24.6%,-1.9%,-5.6%,-0.8%,0.7%,-1.9%,15.8%,-4.8%
CCOCCCN(C(=O)CNC(=O)c1ccco1)C(C(=O)NC1CCCC1)c1ccccc1C (stereo not drawn),-12.2%,2.6,-0.1%,-1.7%,-4.1%,-10.6%,-1.2%,2.8%,1.4%,-0.7%
N/C(=N\c1nc2ccccc2o1)NC(=O)C(Cc1ccccc1)N1C(=O)c2ccccc2C1=O (stereo not drawn),-6.7%,-16.4,-10.2%,-0.7%,10.7%,0.4%,-6.9%,-6.6%,-4.9%,-8.4%
